# TWEAK-Fn14 inh = inhibitors of TWEAK-Fn14 signaling, primary screen, luciferase reporter cells, uHTS. TWEAK-stimulated Fn14 reporter cells, luciferase luminescence, 8 h. inhibition, % at 10 µM. 360,000 tested, 2% active; in the data active = inhibition above about 50%
# SRC2 inh = inhibition of GAL4-SRC2 driven luciferase reporter, primary screen, SRC2 inhibitor project, cell-based, luminescence; 370,000 tested, 0.17% active; HEK293 GAL4-SRC2 luciferase reporter; inhibition, % at 9 µM; AID 651957, 2012; Nuclear receptor coactivator 2 (Homo sapiens), Q15596;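 active = inhibition above the mean inhibition of all tested compounds plus 3 SD, set per campaign, cut at about 52% in these data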;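 note: 0% = DMSO treated cells and 100% = cells given Gossypol at 36 µM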
# TROY signal inh = inhibitors of TROY-driven NF-kB signaling, primary screen, Q293 LMP1-TROYcd cells, NF-kB luciferase, uHTS; Q293 LMP1-TROYcd NF-kB luciferase reporter, 4 h; inhibition, % at 10 µM; 360,000 tested, 0.98% active; AID 1347056, 2019;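 active = compounds whose plate-normalised and pattern-corrected inhibition of the luciferase reporter signal at the single screening dose is 50% or more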
# TLR9-MyD88 block = inhibitors of TLR9-MyD88 association in cells, primary screen, cell-based, CHO, BLA complementation, fluorescence. inhibition, % at 4.98 µM. CCF4 FRET ratio. 340,000 tested, 0.21% active. Toll-like receptor 9 (Homo sapiens) + Myeloid differentiation primary response protein …;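 active = inhibition above the mean over all tested compounds plus 3 SD, cut at about 21% in these data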;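 note: 0% = DMSO only wells and 100% = clavulanate BLA inhibitor control wells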
# Target sequence (Q99836 whole entry, looked up): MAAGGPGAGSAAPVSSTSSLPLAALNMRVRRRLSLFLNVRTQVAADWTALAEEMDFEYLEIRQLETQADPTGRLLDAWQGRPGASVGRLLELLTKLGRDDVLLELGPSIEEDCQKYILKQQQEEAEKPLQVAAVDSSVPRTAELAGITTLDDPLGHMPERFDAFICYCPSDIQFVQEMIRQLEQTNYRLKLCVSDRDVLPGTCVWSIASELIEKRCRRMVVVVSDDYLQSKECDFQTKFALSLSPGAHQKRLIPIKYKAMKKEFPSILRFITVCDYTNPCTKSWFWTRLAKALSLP
# Target sequence (Q9NR96 whole entry, looked up): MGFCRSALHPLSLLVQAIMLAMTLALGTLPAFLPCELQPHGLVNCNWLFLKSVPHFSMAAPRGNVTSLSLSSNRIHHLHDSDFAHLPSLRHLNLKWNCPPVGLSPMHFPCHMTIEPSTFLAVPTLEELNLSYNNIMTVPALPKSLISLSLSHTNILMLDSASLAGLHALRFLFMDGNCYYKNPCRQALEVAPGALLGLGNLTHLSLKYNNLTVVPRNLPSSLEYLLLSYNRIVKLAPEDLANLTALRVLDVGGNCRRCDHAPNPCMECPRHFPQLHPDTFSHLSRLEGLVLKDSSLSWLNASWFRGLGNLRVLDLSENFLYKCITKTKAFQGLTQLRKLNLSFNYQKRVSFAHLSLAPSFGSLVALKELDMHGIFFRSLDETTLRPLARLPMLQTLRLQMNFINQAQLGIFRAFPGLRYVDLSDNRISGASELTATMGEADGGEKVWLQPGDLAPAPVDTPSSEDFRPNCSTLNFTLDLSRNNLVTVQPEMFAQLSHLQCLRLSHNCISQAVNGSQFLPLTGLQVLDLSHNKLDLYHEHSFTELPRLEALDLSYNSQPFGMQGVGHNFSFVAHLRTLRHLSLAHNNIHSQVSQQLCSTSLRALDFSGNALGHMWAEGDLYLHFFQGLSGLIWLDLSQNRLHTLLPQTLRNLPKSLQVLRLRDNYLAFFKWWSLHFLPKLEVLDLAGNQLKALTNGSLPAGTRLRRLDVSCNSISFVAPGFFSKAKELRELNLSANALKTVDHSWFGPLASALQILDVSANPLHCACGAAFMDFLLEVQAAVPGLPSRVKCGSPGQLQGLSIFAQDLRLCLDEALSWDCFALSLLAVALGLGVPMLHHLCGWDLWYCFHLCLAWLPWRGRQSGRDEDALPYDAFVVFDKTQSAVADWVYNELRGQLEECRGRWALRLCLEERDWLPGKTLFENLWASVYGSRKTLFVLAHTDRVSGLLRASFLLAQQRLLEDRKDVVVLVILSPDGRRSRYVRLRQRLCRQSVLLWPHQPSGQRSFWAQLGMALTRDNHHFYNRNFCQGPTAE
# C8 TRAIL sens = viability loss with TRAIL in NB7+C8 cells, primary screen, TRAIL sensitizer project, cell-based, ATPlite luminescence. inhibition (viability loss, TRAIL sensitization), % at 10 µM. 360,000 tested, 1% active;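 active = compounds causing at least 50% loss of cell viability in the single-dose screen, relative to plate controls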
# COUP-TFII inh = NR2F2 transcriptional activity inhibitors, primary screen, cell-based, luciferase reporter, HEK293T, luminescence; COUP transcription factor 2 (Homo sapiens), P24468; HEK293T NGFI-A luciferase reporter; inhibition, % at 8.6 µM; 370,000 tested, 0.7% active;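 active = inhibition above a per-plate cutoff, mean inhibition of test wells between control levels plus 3 SD, cut at about 38% in these data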;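 note: cells cotransfected with COUP-TFII expression vector driving the NGFI-A reporter; 0% = median of COUP-TF2 test wells and 100% = reporter-only cells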
# EBV LMP1 NFkB = EBV LMP1-driven NF-kappaB luciferase reporter inhibitors, primary screen, cell-based, luminescence, single point; 350,000 tested, 0.69% active; LMP1-induced NF-kappaB luciferase reporter cells; inhibition, % at 12.5 µM; in the data active = inhibition above about 41%;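 note: 0% = neutral control wells and 100% = reference inhibitor control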
# NR5A2 inv ag = LRH-1 (NR5A2) inverse agonists, primary screen, cell-based, luminescence, HEK293T, StAR-luciferase reporter | Nuclear receptor subfamily 5 group A member 2 (Homo sapiens), O00482 | LRH-1 transfected, 24 h | inhibition, % at 3.6 µM | 360,000 tested, 0.13% active | AID 602396, 2012;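 active = inhibition above the mean inhibition of all tested compounds plus 3 SD, cut at about 73% in these data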;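 note: 0% = DMSO wells and 100% = reporter-only cells lacking LRH-1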
# SRC1 inh = SRC1 coactivator transcriptional activity inhibitors, primary screen, cell-based, luminescence | inhibition, % at 3.6 µM | Nuclear receptor coactivator 1 (Homo sapiens), Q15788 | 360,000 tested, 0.12% active | AID 588354, 2011 | HEK293 GAL4-SRC1 luciferase reporter;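 active = inhibition above the campaign mean plus 3 SD, with each screening campaign given its own cutoff, cut at about 60% in these data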;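 note: 0% = DMSO treated cells and 100% = gossypol at 36 µM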
# NOD2 RIPK2 PPI = NOD2-RIPK2 binding disruptors in cells, primary screen, fluorescence, CHO cells, BLA complementation. 360,000 tested, 0.38% active. inhibition, % at 4.98 µM. CCF4 ratio. Receptor-interacting serine/threonine-protein kinase 2 (Homo sapiens), O43353; in the data active = inhibition above about 21%;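 note: 0% = vehicle only and 100% = reference blocker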
# SRC3 inh = SRC3 coactivator transcriptional activity inhibitors, primary screen, cell-based, luminescence | HEK293 GAL4-SRC3 luciferase reporter | inhibition, % at 3.6 µM | 360,000 tested, 0.17% active | AID 588352, 2011;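 active = inhibition above a per-campaign cutoff, the mean of all compounds plus 3 SD, cut at about 60% in these data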;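 note: 0% = DMSO-treated cells and 100% = gossypol-treated cells at 36 µM; higher means less SRC3-driven luciferase light from the GAL4 reporter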
# * = called active by the depositor; . = no result given. Only part of the results is shown; rates above refer to the full screens.
structure | TWEAK-Fn14 inh | SRC2 inh | TROY signal inh | TLR9-MyD88 block | C8 TRAIL sens | COUP-TFII inh | EBV LMP1 NFkB | NR5A2 inv ag | SRC1 inh | NOD2 RIPK2 PPI | SRC3 inh
Cc1c(Cl)c([N+](=O)[O-])nn1CC(=O)NC(C)C1CC2CCC1C2 (configuration not stated) | -23.7 | -11.9 | 1.9 | -3.0 | 4.3 | -4.4 | 1.6 | 8.1 | 7.4 | 5.8 | 6.6
COCCNC(=O)C(c1ccc(C)cc1)N(Cc1ccco1)C(=O)CCC(=O)Nc1ccccn1 (configuration not stated) | 14.0 | -17.7 | -10.1 | -7.9 | 13.3 | -1.2 | -3.0 | -16.4 | -19.4 | 6.0 | -11.9
COc1ccc(Cl)cc1S(=O)(=O)N1CCN(C)CC1 | -6.8 | 5.6 | -6.7 | 0.4 | 0.8 | 3.0 | 5.1 | -8.1 | -14.1 | 4.7 | 9.4
CC(C)(O)C#Cc1ccc(C(=O)N2CCC(CCC(=O)NC3CC3)CC2)cc1 | 11.1 | -3.8 | -29.6 | 0.5 | -27.3 | -1.6 | -0.8 | -11.2 | -1.5 | -12.1 | -29.5
O=C(CCCCCNC(=O)c1ccccc1)N/N=C/c1ccccc1O | -15.1 | -10.8 | -11.0 | 7.0 | 2.7 | 2.3 | -3.0 | -10.8 | -2.0 | -13.1 | -27.6
C=CC[C@H](CC(=O)N[C@H](CO)Cc1ccccc1)C(=O)N[C@@H](COC(=O)[C@@H](CC=C)Cc1ccc(F)cc1)Cc1c[nH]c2ccccc12 | 34.4 | -11.7 | 24.7 | 3.6 | 0.6 | 16.5 | 3.8 | -6.9 | 1.1 | 6.2 | -3.1
CN(C)CCNC(C(=O)Nc1cccc(C(F)(F)F)c1)c1ccccc1 (configuration not stated) | -24.4 | 5.0 | 1.0 | -4.0 | 5.3 | 0.9 | -5.5 | -4.8 | -4.0 | -2.1 | -10.1
Cc1ccsc1C(=O)OCc1nc2ccccc2c(=O)[nH]1 | 9.1 | -21.7 | -6.9 | -12.0 | -4.7 | -42.4 | -25.4 | -63.3 | -44.1 | -13.6 | -49.4
C=CCn1c(=O)c2ccc(C(=O)NCc3ccccc3)cc2n(Cc2ccc(C)cc2)c1=O | -33.1 | 3.6 | -19.5 | 0.0 | -9.2 | 0.0 | -48.7 | 8.1 | 3.8 | 0.1 | 4.4
Brc1cccc(-c2nnc(SCc3ccon3)n2-c2ccccc2)c1 | -11.1 | -28.8 | 3.2 | -14.1 | 8.8 | 6.6 | 4.1 | -1.6 | 9.8 | -4.5 | 3.3
Cc1cc(C(C)(C)C)oc1C(=O)N(CC(=O)NC1CCCC1)c1ccc(F)cc1 | 2.7 | 19.4 | -1.3 | 1.6 | -4.1 | 14.9 | 11.8 | -3.4 | 12.5 | -2.3 | 25.0
O=C(c1cc(COc2ccc(F)cc2Cl)on1)N1CCN(C2CCCC2)CC1 | -11.1 | -23.5 | -6.3 | -9.8 | -6.4 | 1.9 | -3.0 | 2.2 | -29.8 | -0.1 | -33.6
C=CCn1c(SCC(=O)NC(N)=O)nnc1-c1cc2c(s1)CCC(CC)C2 (configuration not stated) | 0.8 | 18.5 | 19.8 | -3.0 | 1.9 | -27.6 | -7.9 | -8.3 | -5.0 | -6.8 | -8.1
CC(=O)Nc1cc(-c2ccc(CO)cc2)cn2c(-c3ccc(F)c(Cl)c3)cnc12 | -9.2 | -1.9 | -13.0 | . | -6.8 | 4.5 | . | 12.3 | -3.3 | -12.7 | -27.2
COc1ccc(C(=O)OCc2ccccc2C#N)cc1S(=O)(=O)N1CCOCC1 | -15.1 | -48.8 | 11.2 | 3.3 | -3.2 | -14.6 | -7.0 | 7.5 | 2.1 | -10.6 | -10.2
CCOC(=O)c1c(NC(=O)c2ccc(S(=O)(=O)N(C)CC3CCCO3)cc2)sc2c1CCN(C)C2 (configuration not stated) | -12.2 | -29.8 | 6.4 | -1.4 | 6.0 | -1.2 | -4.6 | 10.7 | -5.5 | 3.1 | 0.1
C/C(CC(=O)Nc1ccc2c(c1)OCO2)=N\NC(=O)OC(C)(C)C | -12.0 | -63.6 | 3.9 | -6.4 | 11.0 | -1.8 | -14.8 | -69.3 | -42.7 | 0.0 | -36.5
O=c1oc2ccccc2c2c1SC(C(F)(F)F)C2 (configuration not stated) | -6.5 | 1.7 | -5.2 | -5.2 | 12.5 | -12.0 | 1.2 | 10.9 | 2.2 | 0.9 | 8.2
CCC1=Nc2cc(C(=O)O)ccc2Sc2ccccc21 | 10.1 | 3.0 | 0.3 | -12.4 | 2.7 | 11.0 | -0.6 | -5.4 | -8.6 | 4.5 | 4.3
O=C(Nc1ccc2nc3n(c(=O)c2c1)CCCC3)c1ccccc1[N+](=O)[O-] | 10.9 | -26.7 | -10.7 | -2.9 | 13.3 | 0.5 | -2.4 | 7.2 | -17.9 | -3.2 | 7.8

# Given with values under each structure: 8 of the compounds above
# Results follow in this order: TWEAK-Fn14 inh	SRC2 inh	TROY signal inh	TLR9-MyD88 block	C8 TRAIL sens	COUP-TFII inh	EBV LMP1 NFkB	NR5A2 inv ag	SRC1 inh	NOD2 RIPK2 PPI	SRC3 inh
Brc1cccc(-c2nnc(SCc3ccon3)n2-c2ccccc2)c1
    -11.1	-28.8	3.2	-14.1	8.8	6.6	4.1	-1.6	9.8	-4.5	3.3
Cc1cc(C(C)(C)C)oc1C(=O)N(CC(=O)NC1CCCC1)c1ccc(F)cc1
    2.7	19.4	-1.3	1.6	-4.1	14.9	11.8	-3.4	12.5	-2.3	25.0
O=C(c1cc(COc2ccc(F)cc2Cl)on1)N1CCN(C2CCCC2)CC1
    -11.1	-23.5	-6.3	-9.8	-6.4	1.9	-3.0	2.2	-29.8	-0.1	-33.6
C=CCn1c(SCC(=O)NC(N)=O)nnc1-c1cc2c(s1)CCC(CC)C2 (configuration not stated)
    0.8	18.5	19.8	-3.0	1.9	-27.6	-7.9	-8.3	-5.0	-6.8	-8.1
CC(=O)Nc1cc(-c2ccc(CO)cc2)cn2c(-c3ccc(F)c(Cl)c3)cnc12
    -9.2	-1.9	-13.0	.	-6.8	4.5	.	12.3	-3.3	-12.7	-27.2
COc1ccc(C(=O)OCc2ccccc2C#N)cc1S(=O)(=O)N1CCOCC1
    -15.1	-48.8	11.2	3.3	-3.2	-14.6	-7.0	7.5	2.1	-10.6	-10.2
CCOC(=O)c1c(NC(=O)c2ccc(S(=O)(=O)N(C)CC3CCCO3)cc2)sc2c1CCN(C)C2 (configuration not stated)
    -12.2	-29.8	6.4	-1.4	6.0	-1.2	-4.6	10.7	-5.5	3.1	0.1
C/C(CC(=O)Nc1ccc2c(c1)OCO2)=N\NC(=O)OC(C)(C)C
    -12.0	-63.6	3.9	-6.4	11.0	-1.8	-14.8	-69.3	-42.7	0.0	-36.5
